# ATXN2 expr inh = Primary qHTS for Inhibitors of ATXN expression. HEK-293 ATXN2-luciferase reporter, luminescence, 24 h. Potency, µM (highest dose often 57 µM), for inactives: top-dose activity change, negative = inhibition, most hits filed as inhibitors. AID 1745845, 2022. actives 0.72% (n = 360,000); note: potency is the fitted concentration of half-maximal effect; % is set by controls: 0 for no effect and ±100 for the full control effect; nearly all actives have a fitted effect of over 55% in size
#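 qHTS (up to 57 uM final) was run with 24 h compound exposure of reporter cells at 37 °C. Each well was multiplexed: SteadyGlo luminescence measured ATXN2-luciferase expression after a fluorogenic Gly-Phe-AFC viability readout (25 uM final).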
# KB-3-1 cytotox = qHTS assay for MDR1-selective chemotherapeutics: Primary screen using the parental adenocarcinoma cell KB-3-1; Potency, µM (titrated, usually from 46.1 µM), for the others: top-dose activity change, negative = cytotoxic, most hits filed as cytotoxic; actives 1.4% (n = 400,000); KB-3-1 viability, CellTiter-Glo ATP luminescence, 72 h; AID 1347075, 2019; note: potency is the fitted concentration of half-maximal effect; % is set by controls: 0 for no effect and ±100 for the full control effect; nearly all actives have a fitted effect of over 60% in size
#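 KB-3-1 cells, DMEM (no phenol red) + 10% FBS; compound by pin transfer, 72 h, 37 °C. Readout: CellTiter-Glo luminescence after 10 min. Data normalized, curve-fitted.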
# WRN helicase inh = qHTS for Inhibitors of WRN Helicase; Potency, µM (titrated, usually from 114 µM), for inactives: at the highest dose activity change, negative = inhibition, usual class: inhibitors; Bifunctional 3'-5' exonuclease/ATP-dependent helicase WRN (Homo sapiens), Q14191; WRN helicase unwinding, fluorescent forked duplex, kinetic; actives 0.46% (n = 360,000); note: potency is the fitted concentration of half-maximal effect; % is set by controls: 0 for no effect and ±100 for the full control effect; nearly all actives have a fitted effect of over 55% in size
#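 Enzyme (20 nM final) and test compound sit together 15 min at room temperature before substrate addition. Substrate is a single-forked duplex oligonucleotide (100 nM) labelled with fluorophore and quencher, with 2 mM ATP; helicase unwinding raises red fluorescence, read kinetically.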
# HT1080-NT tox = qHTS for induction of synthetic lethality in tumor cells producing 2HG: qHTS for the HT-1080-NT fibrosarcoma cell line. HT-1080-NT fibrosarcoma viability, CellTiter-Glo ATP luminescence, 48 h. Potency, µM (highest dose often 46.1 µM), for the others: at the highest dose activity, negative = less viability, usual class: cytotoxic. actives 1.6% (n = 360,000). AID 686970, 2013;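 note: NT is the 2HG producing partner of a matched IDH1 knockdown line; potency is the fitted concentration of half-maximal effect; 0% = DMSO-treated cells and -100% = media-only wells without cells; nearly all actives have a fitted effect of over 55% in size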
#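 750 cells/well, RPMI + 5% FBS; 2 h settle, compound pin-transfer, 48 h at 37 degrees C. CellTiter-Glo 10 min RT, luminescence. Normalized to DMSO and media-only wells.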
# MCF10A rereplic = A quantitative high throughput screen for small molecules that induce DNA re-replication in MCF 10a normal breast cells; Potency, µM (highest dose often 46.1 µM), inactives show at the highest dose activity, positive = re-replication, most hits filed as activators; AID 624296, 2012; actives 2.9% (n = 350,000); MCF 10A DNA re-replication, Hoechst nuclear intensity, 48 h; note: potency is the fitted concentration of half-maximal effect; % of control where 0% means no effect; nearly all actives have a fitted effect of over 50% in size
# KB-V1 cytotox = qHTS assay for MDR1-selective chemotherapeutics: Primary screen using the drug-selected MDR subline cells KB-V1 | Potency, µM (highest dose often 46.1 µM), for inactives: at the highest dose activity change, negative = cytotoxicity, hits mostly cytotoxic | actives 3.4% (n = 400,000) | KB-V1 MDR cells viability, CellTiter-Glo, 72 h | AID 1347076, 2019; note: potency is the fitted concentration of half-maximal effect; % is set by controls: 0 for no effect and ±100 for the full control effect; nearly all actives have a fitted effect of over 60% in size
#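 In this primary screen, KB-V1 cells overexpressing P-gp are incubated with library compounds (lowest to highest concentration) for 72 h at 37 degrees C before a luminescent ATP viability read.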
# IL-1B inflam inh = qHTS for Inhibitors of Inflammasome Signaling: IL-1-beta AlphaLISA Primary Screen; THP-1 LPS/ATP IL-1B secretion, AlphaLISA, 16 h; active compounds read low; activity change, % at 57.5 µM; actives 4.7% (n = 360,000); AID 743279, 2014; in the data active = activity change below about -50%; inconclusive = mostly about -30% to -49%; note: % is set by controls: 0 for no effect and ±100 for the full control effect
#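 Secreted IL-1B measured by AlphaLISA bead assay after 16 h compound exposure of THP-1 cells; compounds (final up to 57.5 uM) added 1 h before LPS (250 ng/mL) and ATP (1.25 mM) stimulation; lower signal means less secretion.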
# HT1080 IDH1KD tx = qHTS for induction of synthetic lethality in tumor cells producing 2HG: qHTS for the HT-1080-IDH1KD cell line; AID 686971, 2013; actives 2% (n = 360,000); Potency, µM (top dose mostly 46.1 µM), inactives show top-dose activity, negative = toxicity, actives largely listed as cytotoxic; HT-1080 IDH1 knockdown viability, ATP luminescence, 48 h;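 note: potency is the fitted concentration of half-maximal effect; 0% = DMSO wells and -100% = cell-free medium wells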
#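 Knockdown cells (IDH1KD HT-1080) received compounds 2 h after plating at 750 cells/well and were kept 48 h at 37 °C in 5% FBS RPMI. A CellTiter-Glo luminescence read gave % activity for curve fitting.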
# SW480 rereplic = A quantitative high throughput screen for small molecules that induce DNA re-replication in SW480 colon adenocarcinoma cells | SW480 DNA re-replication, Hoechst DNA content imaging, 48 h | actives 1.8% (n = 340,000) | Potency, µM (top dose mostly 46.1 µM), inactives show at the top dose re-replication activation, most hits filed as activators | AID 624297, 2012; note: potency is the fitted concentration of half-maximal effect; % of control where 0% means no effect; nearly all actives have a fitted effect of over 55% in size
#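 Per well, 250 cells were exposed to pinned compound for 48 hr. Nuclear DNA was visualised with Hoechst (40 min, 37 C) and total object intensity recorded by fluorescence scanning.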
# * hit, by the source's call; u = inconclusive; x = not tested or not shown; [ ] = dose if it differs, or a comment. Unless noted, calls come from the whole dose curve; as a rule, active = well fitted curve in the direction sought with a large enough effect; inconclusive = small, poorly fitted or top-dose-only effect, or another doubt; inactive = no such curve, though single readings can be large; an effect the other way counts as inactive or inconclusive.
SMILES,ATXN2 expr inh,KB-3-1 cytotox,WRN helicase inh,HT1080-NT tox,MCF10A rereplic,KB-V1 cytotox,IL-1B inflam inh,HT1080 IDH1KD tx,SW480 rereplic
O=C(CN1CCCCC1)N1CCN(c2ccccc2)CC1,-35%,-4%,6%,3%,1%,-4%,31,12%,10%
Cn1c(CCNC(=O)c2ccccc2)nc2ccccc21,25%,8%,-6%,u,2%,-5%,-8,8%,-1%
CC(=O)C1=C(C)NC2=C(C(=O)CC(C)(C)C2)C1C (stereo not given),5%,17%,-1%,3%,0%,20%,-3,0%,-2%
COc1ccc(-c2nonc2NC(=O)c2ccco2)cc1OC,x,-1%,-2%,1%,-7%,0%,12,0%,-10%
COc1ccc(NC(=S)Nc2ccccc2OC)c(OC)c1,-9%,27%,-4%,5%,2%,13%,-13,16%,10%
CC(C)N(Cc1nccn1C)C(=O)c1ccc2oc(Cc3ccccc3)nc2c1,10%,1%,11%,-2%,-1%,-21%,25,-2%,-3%
CCCN(C)C1CN(Cc2cn(Cc3ccc(OC)cc3)nn2)S(=O)(=O)C1 (stereo not given),20%,22%,-3%,1%,x,-22%,0,16%,x
O=C(CCNC(=O)C1CCN(S(=O)(=O)c2ccccc2)CC1)Nc1cccc(C(F)(F)F)c1,u,-1%,-12%,-5%,-2%,9%,-13,-13%,-6%
CCOc1ccccc1NC(=O)NNC(=O)c1ccc2ccccc2c1,10%,-15%,-26%,-4%,u,u,-6,-19%,1%
CC(NC(=O)CNC(=S)N(Cc1ccccc1)Cc1cccnc1)c1ccccc1 (stereo not given),5%,1%,2%,-1%,9%,u,-12,0%,-5%
COC(C[C@@H]1O[C@H]1C(=O)COCc1ccccc1)OC,4%,6%,-5%,7%,86%,-1%,15,7%,-5%
CCNC(=O)C1CCN(S(=O)(=O)c2ccc(F)cc2)CC1,0%,8%,8%,8%,-2%,4%,2,5%,1%
Cc1c(C(=O)NCc2ccc3c(c2)OCO3)oc2ccccc12,5%,18%,-7%,6%,u,u,-2,-2%,-2%
Cc1ccc(-c2nnc(SCC(=O)Nc3ccc4c(c3)OCCO4)n2N)cc1,0%,26%,-23%[57.1 µM],u,-22%,4%,-4,-20%,1%
Cc1cc(C)nc(N2N=C(CSc3ccc(Cl)cc3)CC2=O)n1,-33%,-21%,-29%,2%,-2%,u,28,-6%,-11%
COc1cccc(C(=O)N2CCN(C(=O)c3cccs3)CC2)c1OC,0%,6%,1%,19%,7%,4%,24,10%,-7%
CC1(O)CC(c2ccc(Cl)cc2)=NN1C(=O)c1ccc([N+](=O)[O-])cc1 (stereo not given),u,u,3%[57.1 µM],10µM*,u,u,-88*,16µM*,u
O=C(OCc1nc2ccsc2c(=O)[nH]1)c1ccc(Cl)nc1,4%,9%,-5%,-3%,-3%,0%,24,7%,-3%
O=C(O)c1ccccc1C(c1ccc(O)cc1)c1ccc(O)cc1,3%,19%,1%[57.1 µM],17%,u,5%,3,8%,8%
Cc1ccc(S(=O)(=O)N2CCN(C(=O)CCc3nc4ccccc4c(=O)[nH]3)CC2)c(C)c1,-4%,1%,-10%,u,8%,2%,u,-23%,-139%[inhibitor]
CNS(=O)(=O)c1cccc2cccnc12,-6%,1%,1%,5%,1%,0%,-7,2%,-166%[inhibitor]
CCOc1ccc(S(=O)(=O)N(C)c2ccc(OCC(=O)Nc3nc(-c4cc(OC)ccc4OC)cs3)cc2)cc1,8%,7%,-15%,-1%,-1%,u,-5,-1%,9%
O=C(O)c1cccc(NS(=O)(=O)c2cccc(C(=O)Nc3ccccc3[N+](=O)[O-])c2)c1,x,8%,8%,0%,-7%,9%,2,2%,3%
CC(=O)N1CCN(CCN=CC2=C(O)CC(c3ccco3)CC2=O)CC1 (stereo not given),-4%,10%,2%,14%,12%,-5%,9,10%,0%
COc1ccccc1N(Cc1ccccc1)S(=O)(=O)c1cccc(C(=O)Nc2ccc(C)cn2)c1,-4%,u,-19%,-17%,6%,u,-7,-3%,0%
COc1ccc(OC)c(/C=N/N(C)c2ccccc2)c1,46%[activator],4%,-4%,-1%,4%,15%,u,0%,-1%
CC(=O)NC(=S)Nc1ccc(NC(=O)c2cccnc2)cc1,8%,18%,2%,11%,0%,u,27,7%,-2%
Cc1ccc(S(=O)(=O)Nc2cccc3c2O[C@H](CN(C)Cc2ccccc2)[C@@H](C)CN([C@H](C)CO)C3=O)cc1,-3%,-4%,-5%,19%,6%,-4%,-7,-5%,-2%
CCOC(=O)CC1C(=O)NCCN1C(=O)Nc1ccc(Cl)cc1 (stereo not given),1%,17%,5%,16%,1%,0%,12,18%,-1%
CCOc1ccc(OCCOc2ncnc3ccccc23)cc1,40%[activator],0%,-4%,-4%,-4%,0%,-1,-9%,1%
COc1cccc(/C=N/NC(=S)Nc2cccc(S(=O)(=O)N(C)C)c2)c1,-30%,-10%,-10%,-4%,-4%,0%,6,0%,5%
Cc1c(C(=O)N(Cc2nnc(-c3ccccc3Cl)o2)C2CC2)oc2ccccc12,x,-9%,7%,-10%,0%,u,21,-12%,13%
Cn1ccc(C(=O)Nc2cccnc2Cl)n1,7%,19%,-1%,17%,3%,u,-70*,8%,0%
CCCC(=O)Nc1ccc(N2CCN(C(=O)CCC)CC2)cc1,-1%,6%,3%,13%,4%,-30%,21,4%,-7%
CCOc1nc2c(c(=O)n(C)c(=O)n2C)n1Cc1ccccc1Cl,-24%,u,-1%,2%,-5%,4.1µM*,15,-4%,-4%
COc1ccc2c3c(cccc13)C(=O)CC2,15%,1%,-33%,u,-17%,u,u,u,1%
Cc1ccc2c(c1)N(C(=O)CCC(=O)NC1CCCCCC1)CC(C)O2 (stereo not given),2%,-3%,5%,1%,8%,15%,-19,2%,-1%
COc1ccc(NC(C)C(=O)N/N=C/c2c(O)ccc3ccccc23)cc1 (stereo not given),u,u,-5%[57.1 µM],-20%,u,u,144,u,3.7µM*
O=C(CSc1nnc(NC(=O)c2ccco2)s1)Nc1ccc(F)cc1F,6%,u,-7%,5%,3%,3%,8,4%,0%
CCOC(=O)c1cn2nc(Oc3ccc(C)cc3)ccc2n1,29%,10%,2%,3%,4%,-2%,x,7%,-7%

# Record cards, as listed above.
# Cc1c(C(=O)N(Cc2nnc(-c3ccccc3Cl)o2)C2CC2)oc2ccccc12 reads ATXN2 expr inh: x; KB-3-1 cytotox: -9%; WRN helicase inh: 7%; HT1080-NT tox: -10%; MCF10A rereplic: 0%; KB-V1 cytotox: u; IL-1B inflam inh: 21; HT1080 IDH1KD tx: -12%; SW480 rereplic: 13%
# CCOC(=O)c1cn2nc(Oc3ccc(C)cc3)ccc2n1 reads ATXN2 expr inh: 29%; KB-3-1 cytotox: 10%; WRN helicase inh: 2%; HT1080-NT tox: 3%; MCF10A rereplic: 4%; KB-V1 cytotox: -2%; IL-1B inflam inh: x; HT1080 IDH1KD tx: 7%; SW480 rereplic: -7%

# Going on with the list.
SMILES,ATXN2 expr inh,KB-3-1 cytotox,WRN helicase inh,HT1080-NT tox,MCF10A rereplic,KB-V1 cytotox,IL-1B inflam inh,HT1080 IDH1KD tx,SW480 rereplic
Cc1c(C(=O)N(C)C)c2ccc(Cl)cc2n1O,-8%,-4%,-9%,2%,8%,-3%,14,-3%,6%
CC(=O)c1cccc(NC(=O)COc2cc3oc(=O)c(CC(C)O)c(C)c3cc2Cl)c1 (stereo not given),-8%[11.3 µM],0%,-31%[57.1 µM],6%,-9%,0%,-1,6%,5%
COc1cc(OC)cc(C(=O)N2CCN(C3CCN(Cc4ccccc4)CC3)CC2)c1,-3%,-9%,6%,-3%,-9%,-17%,5,2%,-3%
O=C(NCc1ccc(F)cc1)C1CCCN(S(=O)(=O)c2cccnc2)C1 (stereo not given),0%,1%,9%,4%,-6%,-11%,4,2%,-7%
O=C(Cc1ccc(Cl)cc1)N/N=C1\CCCc2ccccc21,-10%,-1%,1%,4%,-1%,u,20,-4%,-2%
O=C(CCc1ccccc1)Nc1sc2c(c1C(=O)O)CCCC2,-22%,0%,6%,u,7%,-8%,25,u,-2%
Cc1ccccc1-c1cnc(C(O)c2ccccc2)[nH]1 (stereo not given),55%[activator],0%,-6%,14%,x,5%,0,8%,x
CC1CC(C)CN(C(=O)C(C)N2CCN(S(=O)(=O)c3ccc(Br)s3)CC2)C1 (stereo not given),-18%,-10%,-15%,3%,u,-15%,-59*,2%,1%
Cc1ccc(OCc2cc(C(=O)N3CCCCCCC3)no2)cc1C,18%,-4%,5%,5%,-7%,-6%,-15,1%,u
CC(C)NC(=O)Cn1c(SCC(=O)NC2CCCC2)nc2ccccc21,1%,17%,2%,11%,-5%,4%,3,12%,-4%
O=C(Nc1ccc(F)c(Cl)c1)C1CCCCC1,10%,0%,-3%,11%,-5%,-1%,-14,15%,-1%
Cn1cccc1/C=N/NC(=O)Cc1ccccc1,19%,23%,-1%,1%,0%,15%,-7,12%,-1%
CCN(CC)Cc1c(O)c(Cl)cc2c3c(c(=O)oc12)CCCC3,6%,u,u,19%,-3%,-18%,12,9%,10%
COc1cccc(NC(=O)N2CCCC2)c1,x,1%,-3%,17%,0%,-3%,2,6%,12%
COc1cc(CN2C[C@@H](CO)O[C@@H](n3cnc4c(N5CCN(C)CC5)ncnc43)C2)cc(OC)c1OC,10%,0%,3%,u,x,1%,14,11%,x
